LYPLA2 counter = LYPLA2 inhibitors, primary screen, counter-screen for PME1 inhibitor project, biochemical, fluorescence polarization, FP-Rh probe ABPP | Acyl-protein thioesterase 2 (Homo sapiens), O95372 | recombinant LYPLA2 | inhibition, % at 5.9 µM | actives 0.38% (n = 320,000);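 active = inhibition above the screen-wide mean plus 3 SD, limit set per campaign, cut at about 26% in these data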;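 note: 0% = LYPLA2 with DMSO and 100% = wells lacking LYPLA2 enzyme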
pPAFAH FP inh = pPAFAH enzyme inhibitors, primary screen, biochemical, fluorescence polarization, human. recombinant pPAFAH, FP-rhodamine probe fluorescence polarization. inhibition, % at 3.39 µM. actives 1.5% (n = 330,000). AID 463082, 2010;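 active = inhibition above the mean inhibition across the screen plus 3 SD, cut at about 25% in these data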;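 note: inhibitors block binding of the rhodamine activity-based probe so polarization drops; 0% = enzyme with DMSO and 100% = wells lacking pPAFAH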
Target sequence (Q13093 whole entry, looked up): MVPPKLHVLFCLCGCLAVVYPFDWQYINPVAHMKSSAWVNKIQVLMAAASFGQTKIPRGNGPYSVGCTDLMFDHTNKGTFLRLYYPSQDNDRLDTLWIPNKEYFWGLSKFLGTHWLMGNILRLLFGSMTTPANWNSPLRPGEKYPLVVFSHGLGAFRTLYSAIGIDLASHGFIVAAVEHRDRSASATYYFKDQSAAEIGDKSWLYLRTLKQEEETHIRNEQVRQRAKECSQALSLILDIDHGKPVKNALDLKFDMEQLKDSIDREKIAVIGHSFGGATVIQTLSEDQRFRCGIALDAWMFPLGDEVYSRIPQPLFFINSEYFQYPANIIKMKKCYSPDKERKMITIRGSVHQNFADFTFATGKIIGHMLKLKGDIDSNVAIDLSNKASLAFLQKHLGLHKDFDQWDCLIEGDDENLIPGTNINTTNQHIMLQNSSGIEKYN
PAFAH1B2 inh = PAFAH1B2 enzyme inhibitors, primary screen, biochemical, fluorescence polarization, human | inhibition, % at 3.39 µM | Platelet-activating factor acetylhydrolase IB subunit alpha2 (Homo sapiens), P68402 | recombinant PAFAH1B2, FP-rhodamine activity probe | actives 1.2% (n = 340,000) | AID 492953, 2010;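 active = inhibition above the mean of all tested compounds plus 3 SD, cut at about 24% in these data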;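 note: 0% = enzyme with DMSO and 100% = wells lacking PAFAH1B2; many of its hits are not listed in these tables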
PAD4 inh = human PAD4 inhibitors, primary screen, biochemical, fluorescence polarization, 1536-well format. actives 0.41% (n = 330,000). inhibition, % at 6.36 µM. recombinant PAD4, RCA probe fluorescence polarization. Protein-arginine deiminase type-4 (Homo sapiens), Q9UM07. AID 485272, 2010;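 active = percent inhibition above a cutoff equal to the mean of all tested compounds plus 3 SD, cut at about 15% in these data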;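 note: 0% = PAD4 with RCA probe and DMSO and 100% = probe without PAD4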
LYPLA1 inh = LYPLA1 inhibitors, primary screen, counter-screen for PME1 inhibitor project, biochemical, fluorescence polarization, FP-Rh probe ABPP. Acyl-protein thioesterase 1 (Homo sapiens), O75608. recombinant LYPLA1. inhibition, % at 5.9 µM. actives 0.16% (n = 320,000). AID 2174, 2009;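 active = inhibition above the mean of all tested compounds plus 3 SD, set per campaign, cut at about 14% in these data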;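 note: inhibitors block serine hydrolase probe labeling of LYPLA1 so polarization falls; 0% = enzyme with DMSO and 100% = wells lacking LYPLA1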
PME-1 primary = PME-1 inhibitors via competitive probe labeling, primary screen, biochemical, fluorescence polarization, FP-Rh probe, HTS; Protein phosphatase methylesterase 1 (Homo sapiens), Q9Y570; recombinant PME-1; inhibition, % at 5.9 µM; actives 0.53% (n = 320,000);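 active = inhibition above the campaign mean of all compounds plus 3 SD, cut at about 26% in these data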;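 note: competitive labeling of PME-1 active site by serine hydrolase directed probe; 0% = PME-1 with DMSO and 100% = wells lacking PME-1 enzyme; inhibitors block probe labeling so polarization falls and inhibition rises; many of its hits are not listed in these tables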
PREPL inhibitor = PREPL enzyme inhibitors, primary screen, biochemical, fluorescence polarization; Prolyl endopeptidase-like (Homo sapiens), Q4J6C6; recombinant PREPL, fluorescence polarization activity-based probe; inhibition, % at 5.96 µM; actives 0.68% (n = 320,000); AID 2751, 2010; in the data active = inhibition above about 43%;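 note: 0% = enzyme with DMSO and 100% = wells lacking enzyme; many of its hits are not listed in these tables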
PAFAH1B3 FP inh = PAFAH1B3 enzyme inhibitors, primary screen, biochemical, fluorescence polarization, human; actives 0.28% (n = 340,000); AID 492972, 2010; inhibition, % at 3.39 µM; recombinant PAFAH1B3, FP-rhodamine probe;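 active = inhibition above the screen-wide average of all tested compounds plus 3 SD, cut at about 25% in these data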;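 note: 0% = enzyme with DMSO only and 100% = wells lacking PAFAH1B3 protein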
Target sequence (Q15102 whole entry, looked up): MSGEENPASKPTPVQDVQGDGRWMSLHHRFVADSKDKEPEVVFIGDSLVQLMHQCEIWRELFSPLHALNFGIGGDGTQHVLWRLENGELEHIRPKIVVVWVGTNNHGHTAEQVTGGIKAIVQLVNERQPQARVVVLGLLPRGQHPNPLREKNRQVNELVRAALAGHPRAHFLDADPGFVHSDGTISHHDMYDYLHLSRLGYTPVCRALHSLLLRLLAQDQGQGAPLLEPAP
GSTO1 inh = inhibitors of recombinant GSTO1, primary screen, counter-screen for RBBP9 inhibitor project, biochemical, fluorescence polarization; Glutathione S-transferase omega-1 (Homo sapiens), P78417; activity-based probe fluorescence polarization; inhibition, % at 5.96 µM; actives 1.1% (n = 300,000); AID 1974, 2009;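 active = inhibition above the campaign mean inhibition plus 3 SD, cut at about 35% in these data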;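 note: 0% = GSTO1-1 with DMSO and 100% = wells lacking GSTO1-1 enzyme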
Target sequence (P78417 whole entry, looked up): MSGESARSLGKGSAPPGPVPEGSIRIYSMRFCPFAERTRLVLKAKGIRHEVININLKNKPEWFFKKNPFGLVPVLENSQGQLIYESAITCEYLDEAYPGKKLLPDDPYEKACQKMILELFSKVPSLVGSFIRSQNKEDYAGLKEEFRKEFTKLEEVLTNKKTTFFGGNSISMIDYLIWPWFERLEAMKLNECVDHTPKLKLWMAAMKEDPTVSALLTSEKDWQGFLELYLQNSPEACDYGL
* marks the source's active call; other numbers are inactive results; / = no result given.

SMILES	LYPLA2 counter	pPAFAH FP inh	PAFAH1B2 inh	PAD4 inh	LYPLA1 inh	PME-1 primary	PREPL inhibitor	PAFAH1B3 FP inh	GSTO1 inh
CC1CCC(NC(=O)C2CCN(S(=O)(=O)c3ccc4nc5c(c(C(=O)O)c4c3)CC(C)CC5)CC2)CC1 (configuration not stated)	-7	-9	12	2	-4	-13	-3	18	-2
Cc1ccc(C2(C)NC(=O)N(CC(=O)Nc3ccccc3C(=O)N3CCCCC3)C2=O)cc1 (configuration not stated)	-6	-3	2	-2	-7	3	-2	7	-3
CC(C)C[C@H](NC(=O)[C@H](Cc1ccccc1)n1c(=O)[nH]c2ccccc2c1=O)C(=O)N1CCC[C@@H]1C(=O)O	-2	-4	-1	-2	-1	-7	0	5	-5
Cc1ccc(C)c(NC(=O)CN(C)C(=O)CSC(C)C(=O)Nc2cc(C)on2)c1 (configuration not stated)	-16	-5	2	3	-7	2	9	-1	-4
COc1ccc(C(=O)N/N=C2/SCC(=O)N2Cc2ccc3c(c2)OCO3)cc1OC	2	8	-2	1	0	0	-4	-4	5
CCN1/C(=C2\OC(=S)N(C)C2=O)C=Cc2ccccc21	5	8	0	-2	5	4	7	1	0
O=C(COC(=O)Cc1ccc(F)cc1)Nc1ccc2[nH]c(=O)[nH]c2c1	-3	3	4	1	-1	2	8	-4	5
OCC1(CCOc2ccccc2)CCN(Cc2ccc(OC(F)F)cc2)CC1	11	2	-7	3	4	1	-10	4	2
CCOc1ncccc1C(=O)NCC(c1ccco1)N1CCCCC1 (configuration not stated)	/	-3	2	-4	/	/	12	2	/
Cc1cccc(NS(=O)(=O)c2ccc3oc(=O)ccc3c2)c1C	-6	20	-4	-5	-2	-5	-6	6	6
O=C(NCc1ccc2c(c1)OCO2)C1CCC(CNS(=O)(=O)c2ccccc2)CC1 (configuration not stated)	5	6	2	-4	-2	1	-7	-4	2
Cc1ccc(C(C)n2cc(C(=O)NCCN3CCN(C)CC3)nn2)cc1 (configuration not stated)	4	4	7	1	1	-1	6	8	1
Cc1cc(C)n2nc(SCC(=O)Nc3ccc(F)cc3[N+](=O)[O-])nc2n1	/	5	2	2	/	/	16	11	/
Cc1ccc(S(=O)(=O)CC2CSc3nnc(C)c(=O)n32)cc1 (configuration not stated)	-4	1	3	-2	-1	-1	0	3	2
CCCCCOc1ccc(CSCCNC(=S)Nc2ccccc2)cc1	-39	-1	-7	-4	-16	-41	4	8	-4
Cc1c(NC(=O)C(C)Oc2ccc(Br)cc2Cl)c(=O)n(-c2ccccc2)n1C (configuration not stated)	3	10	3	3	-1	1	6	10	-5
COc1ccc(NC(=O)COC(=O)C23CCC(=O)N2c2ccccc2S3)cc1 (configuration not stated)	0	-7	-3	2	1	1	14	9	-1
CC(C)CNC(=S)NNC(=O)c1ccccc1OC(F)F	4	-6	-6	-5	0	2	2	7	0
O=C(COC(=O)c1cc(=O)[nH]c2ccccc12)NC1CCCCC1	/	-3	2	-3	/	/	2	8	/
Cn1c(Cc2csc(N)n2)nnc1SCC(=O)NC1CCCCC1	8	2	0	-1	1	4	8	12	2
COc1ccc(Cl)cc1NC(=O)COC(=O)CCc1cc(OC)c(OC)c(OC)c1	-4	11	0	2	-5	5	-7	8	-1
O=C(NC(=S)Nc1ccccc1Cl)c1csnn1	6	9	-1	-4	-1	6	0	-1	-4
CCOc1ccc(N(CC(=O)NC2CCCCC2)C(=O)CNC(=O)c2cccs2)cc1	5	7	-1	2	-1	-1	-5	4	-2
CCOc1ccc(C/C(O)=C2\C(=O)CC(C)(C)CC2=NCC(=O)O)cc1OCC	-2	-6	/	-5	-1	1	6	/	4
CCOC(=O)c1c(NC(=O)c2cccs2)sc(C)c1C	-4	2	3	-2	-2	-6	7	8	-2

Next section:
SMILES	LYPLA2 counter	pPAFAH FP inh	PAFAH1B2 inh	PAD4 inh	LYPLA1 inh	PME-1 primary	PREPL inhibitor	PAFAH1B3 FP inh	GSTO1 inh
O=C(CNc1cccc([N+](=O)[O-])c1)NC(=O)NC1CCCCC1	/	-3	8	-1	/	/	20	7	/
CCN(CC)CCN1C(=O)C(=O)/C(=C(/O)c2c(C)[nH]c(C(=O)OC)c2C)C1c1cccc(OC)c1 (configuration not stated)	0	2	4	0	2	-6	6	1	-3
COc1ccc(Cc2nc3ccc(C(=O)N4CCCN(C=O)CC4)cc3o2)cc1	14	4	2	-2	5	3	19	5	1
CCCCNC(=O)/C=C/c1ccc(S(=O)(=O)Nc2ccc(OC)cc2)cc1	-2	14	-5	-3	-2	-3	-12	-2	2
CN(C)CCSc1nc(-c2ccccc2)nc2c1COC(C)(C)C2	8	10	5	1	0	5	10	3	-3
CCOC(=O)C1CCN(Cc2coc3ccc(Cl)cc3c2=O)CC1	-3	-3	-1	-7	1	-5	20	5	13
Brc1ccc2[nH]c3c(NCc4ccccn4)ncnc3c2c1	-11	11	/	-4	-3	9	22	/	-5
C/C(Cc1ccccc1)=N\NC(=O)CNC(=O)c1ccccc1Br	-4	7	-3	9	-5	-8	-2	7	3
O=C1CCCCCN1C(=O)c1ccc(C(=O)N2CCCCCC2=O)cc1	-1	-1	3	4	0	0	-6	12	1
Cc1cc(C)c2nc(SC3CCOC3=O)cc(C)c2c1 (configuration not stated)	-2	4	0	3	-7	4	-1	9	5
FC(F)(F)c1cccc(Sc2cc(C(F)(F)F)nc(-c3ccccn3)n2)c1	-5	6	-1	1	0	-4	7	7	4
Cn1cnnc1SCC(=O)NCc1cccc(C(F)(F)F)c1	4	6	0	3	1	-3	5	11	0
Cc1ccc(-c2nnn(CC(=O)N(c3cccc(F)c3)C(C(=O)NC3CCCC3)c3ccco3)n2)o1 (configuration not stated)	1	1	1	1	-1	9	-1	8	-7
COc1ccc(S(=O)(=O)N2CCC(C(=O)NCc3cccs3)CC2)cc1	9	7	1	-1	1	10	9	1	12
C[C@H](CO)N1C[C@H](C)[C@@H](CN(C)Cc2ccc(C(=O)O)cc2)Oc2c(NS(=O)(=O)c3ccccc3)cccc2C1=O	/	-1	9	0	/	/	6	5	/
CCN(CC(=O)NCCCN1CCOCC1)S(=O)(=O)c1ccc(F)cc1	4	2	1	-6	3	-4	-2	0	2
CNC(=O)Nc1cc(NC(=O)NC)cc(C(F)(F)F)c1	-3	-1	3	0	1	0	-4	4	2
CCc1cccc(CC)c1NC(=O)c1ccccc1CCc1ccccc1	-2	4	-4	1	-1	3	-3	14	0
COc1cccc(S(=O)(=O)Nc2cccnc2)c1	6	4	0	-1	3	-4	-2	-5	5
CCOC(=O)c1c(C)[nH]c(C(=O)CN2C(=O)C(=O)N(CC(C)C)C2=O)c1C	1	2	-5	-1	-1	3	3	0	1
CCN1CCCC(CO)(Cc2ccccc2)C1 (configuration not stated)	2	1	5	-4	3	-5	14	15	6
Cc1cccc(Cn2c(=O)oc3ccc(C)cc32)c1	-6	0	9	3	1	4	-15	8	2
COc1cc2sc(-c3ccc(S(C)(=O)=O)cc3)c(-c3ccc4c(c3)OCO4)c2cc1OC	/	21	-3	-2	/	/	13	-5	/
Cc1cc(C(=O)OCC(=O)Nc2nccs2)c2ccccc2n1	5	1	5	5	2	0	1	0	13
COc1ccc(NC(NC(=O)c2ccc(OC)cc2)C(Cl)(Cl)Cl)cc1 (configuration not stated)	-10	4	8	2	-6	-2	-3	10	7

New compounds follow:
SMILES	LYPLA2 counter	pPAFAH FP inh	PAFAH1B2 inh	PAD4 inh	LYPLA1 inh	PME-1 primary	PREPL inhibitor	PAFAH1B3 FP inh	GSTO1 inh
CCOc1ccc(C(=O)Nc2c3c(nn2-c2ccc(F)cc2)CS(=O)C3)cc1 (configuration not stated)	9	1	1	3	0	-4	-2	10	15
O=C(NCc1ccccc1)/C(=C\c1ccc([N+](=O)[O-])cc1)NC(=O)c1ccco1	-1	1	5	3	3	6	-6	5	5
Nc1nc(N2CCOCC2)nc2ccccc12	0	6	1	3	0	1	1	5	4
O=C(O)CCC(=O)Nc1ccc(Br)cc1C(=O)c1ccccc1Cl	5	1	5	1	0	2	-6	3	1
Cc1ccc(S(=O)(=O)N(Cc2cccc(Cl)c2)C(=O)N2CCN(C)CC2)cc1	-8	-10	0	1	-6	-2	11	-8	3
COc1ccc2cnn(Cc3ccccc3)c(=O)c2c1OC	10	5	-4	-4	1	1	-4	3	7
Cn1c(=O)c2sccc2n(Cc2ccc(Br)cc2)c1=O	4	-5	0	0	-2	-7	2	5	5
COc1ccccc1NC(=O)NCCN1CCCCC1	-2	-1	4	-1	-4	-3	3	1	9
CC1(c2ccccc2Cl)NC(=O)N(CC(=O)NCCC2=CCCCC2)C1=O (configuration not stated)	-5	4	2	-4	0	9	3	2	0
COc1cc(NC(=O)NC(C)(C(F)(F)F)C(F)(F)F)cc(OC)c1OC	9	9	-4	-4	5	0	9	-1	4
CC(NC=O)c1nc2ccccc2n1CCc1ccccc1 (configuration not stated)	5	-3	12	2	-1	-4	8	9	-7
CCc1cccc(NC(=O)NC(=O)Cn2nnc(C(=O)OC)c2C(=O)OC)c1	-1	7	-3	2	1	-5	9	6	-2
COC(=O)c1nnn(-c2nonc2N)c1CSc1ccc(Cl)cc1	1	-2	4	2	3	5	-8	9	0
CN(C)/C=N/c1nc2nccc(-c3ccccc3)n2n1	2	2	2	-4	-2	-6	-1	11	-1
Cc1ccc(C)c(C(=O)Nc2c(C(N)=O)oc3ccccc23)c1	2	-3	2	2	0	-1	9	8	2
COc1cc(OC)nc(-n2ncc(OC)c(Br)c2=O)n1	5	2	2	3	2	2	-8	2	3
COc1ccc(/C=N/NC(=O)c2sc3nc(C)cc(C)c3c2N)cc1	1	4	6	-3	0	8	2	8	-3
CCc1ccc(S(=O)(=O)NCc2cn3ccccc3n2)s1	3	7	8	-2	3	-9	-2	11	-9
Nc1nc(Nc2ccccc2)nc(NCc2ccccc2)c1[N+](=O)[O-]	-7	3	7	-2	-5	-3	1	-3	0
c1coc(Cn2nnnc2CN2CCN(C3CCCC3)CC2)c1	-1	4	9	0	2	-5	-3	1	5
S=c1[nH]nc(-c2ccc3ccccc3n2)n1-c1cc(Cl)cc(Cl)c1	-2	11	-1	1	0	7	6	0	5
CC1(O)C(=O)c2ccccc2N(c2ccccc2)C1=O (configuration not stated)	5	2	-2	1	3	0	5	-7	16
Nc1cc(=O)nc(SCC(=O)Nc2ccccc2Cl)n1-c1ccccc1	-5	4	3	-3	-1	3	8	-4	-5
CCCCn1nc2cc(C(=O)NCc3ccco3)ccc2c1OCC	6	8	2	0	-2	-4	-3	12	2
COc1ccc(NC(=O)Nc2cc(C)cc(C)c2)cn1	6	2	5	1	2	2	-1	13	2
COc1ccc(C(=O)NCC2COc3ccccc3O2)cc1S(=O)(=O)N1CCOCC1 (configuration not stated)	6	6	-1	3	0	0	17	2	/
O=C(Nc1cccc(Br)c1)c1ccc(OC2CSC2)cc1	-2	-1	/	-1	0	-14	3	/	-12
O=C(Nc1nnc(Cc2ccccc2)s1)c1ccco1	2	4	3	-1	-2	-1	2	3	-7

The list is partial (hit frequency here may not be typical).
